# TcdB inh: blocks C. difficile toxin B glycohydrolase activity; P18177; TcdB glycohydrolase enzymatic assay, plate reader; inhibition, % at 9.99 µM; hit rate 0.24% among 350,000; in the data active means inhibition above about 10%
# Active calls of the source: *; & = joins results of further samples.
# Preview:
SMILES,TcdB inh
CN(C)CC(=O)N1[C@@H](CO)[C@@H](c2ccccc2)C12CN(CCC(F)(F)F)C2,-0.5
C[C@H]1CCCCO[C@H](CN(C)C(=O)Nc2cccc3ccccc23)[C@@H](C)CN([C@@H](C)CO)C(=O)c2cc(NC(=O)Nc3ccc4c(c3)OCO4)ccc2O1,0.1

# All compounds of this part (from the top)
SMILES,TcdB inh
CN(C)CC(=O)N1[C@@H](CO)[C@@H](c2ccccc2)C12CN(CCC(F)(F)F)C2,-0.5
C[C@H]1CCCCO[C@H](CN(C)C(=O)Nc2cccc3ccccc23)[C@@H](C)CN([C@@H](C)CO)C(=O)c2cc(NC(=O)Nc3ccc4c(c3)OCO4)ccc2O1,0.1
COc1ccc(S(=O)(=O)N(C)C[C@H]2OCCCC[C@H](C)Oc3ccc(N(C)C)cc3C(=O)N([C@@H](C)CO)C[C@@H]2C)cc1,-4.6
COc1ccc(NC(=O)Nc2cccc3c2O[C@H](CN(C)S(=O)(=O)c2ccc(C)cc2)[C@@H](C)CN([C@H](C)CO)C3=O)cc1,0.2
C[C@H](CO)N1C[C@H](C)[C@@H](CN(C)C)Oc2cc(C#Cc3ccncc3)ccc2S1(=O)=O,-0.2
C[C@@H]1CCCCO[C@@H](CN(C)S(=O)(=O)c2cn(C)cn2)[C@H](C)CN([C@H](C)CO)C(=O)c2cc(NS(=O)(=O)c3cccs3)ccc2O1,-13.5
CC(C)NC(=O)N(C)C[C@@H]1OCCCC[C@@H](C)Oc2ccc(NC(=O)Nc3ccc4c(c3)OCO4)cc2C(=O)N([C@@H](C)CO)C[C@H]1C,0.4
C[C@@H]1CN([C@@H](C)CO)C(=O)Cc2cc(NS(=O)(=O)c3cccs3)ccc2O[C@@H]1CN(C)S(C)(=O)=O,-0.9
O=C(Nc1ccc(C(F)(F)F)cc1)N1C[C@@H]2N[C@H](C1)C2c1ccc(/C=C/c2ccccc2)cc1 (some centres undefined),0.7&0.3
COC(=O)C[C@H]1C[C@H]2c3cc(NC(=O)C4CCC4)ccc3O[C@H]2[C@@H](CO)O1,1.6
CC(=O)N(C)C[C@@H]1Oc2ncc(-c3ccc(C#N)cc3)cc2C(=O)N([C@@H](C)CO)C[C@H]1C,-0.4
COc1ccc2c3c([nH]c2c1)[C@@H](CO)N(C(=O)c1cccnc1)CC31CCN(Cc2ccccc2)CC1,-0.1
CCCNC(=O)N(C)C[C@H]1Oc2ncc(C#C[C@@H](C)O)cc2C(=O)N([C@@H](C)CO)C[C@H]1C,0.7
CCCN1C[C@H](C)[C@H](OC)CN(C)C(=O)c2ccc(NC(=O)c3cccc(OC)c3)cc2OC[C@H]1C,-0.4
O=C(C[C@H]1C=C[C@@H](NC(=O)c2cccc(F)c2)[C@H](CO)O1)Nc1nccs1,0.3
N#Cc1ccc(-c2ccc([C@H]3[C@H]4CN(C(=O)C5CCCC5)CC(=O)N4[C@H]3CO)cc2)cc1,-0.2
COc1ccc(NC(=O)Nc2cccc3c2O[C@H](CN(C)S(=O)(=O)c2cccs2)[C@H](C)CN([C@@H](C)CO)C3=O)cc1,-3.3
C[C@H](CO)N1C[C@H](C)[C@@H](CN(C)CC2CC2)OCCCC[C@H](C)Oc2ccc(NS(=O)(=O)c3ccccc3)cc2C1=O,-2.8
C[C@@H]1CN([C@@H](C)CO)C(=O)Cc2cc(NS(=O)(=O)c3cn(C)cn3)ccc2O[C@@H]1CN(C)CC1CC1,-5.9
C[C@H]1CN([C@@H](C)CO)C(=O)c2cccc(NC(=O)c3nc4ccccc4s3)c2O[C@@H]1CN(C)Cc1ccncc1,0.6

# A different layout for some results above.
N#Cc1ccc(-c2ccc([C@H]3[C@H]4CN(C(=O)C5CCCC5)CC(=O)N4[C@H]3CO)cc2)cc1
  TcdB inh: -0.2

C[C@H](CO)N1C[C@H](C)[C@@H](CN(C)CC2CC2)OCCCC[C@H](C)Oc2ccc(NS(=O)(=O)c3ccccc3)cc2C1=O
  TcdB inh: -2.8

CCCN1C[C@H](C)[C@H](OC)CN(C)C(=O)c2ccc(NC(=O)c3cccc(OC)c3)cc2OC[C@H]1C
  TcdB inh: -0.4

C[C@@H]1CN([C@@H](C)CO)C(=O)Cc2cc(NS(=O)(=O)c3cn(C)cn3)ccc2O[C@@H]1CN(C)CC1CC1
  TcdB inh: -5.9

# Next section:
SMILES,TcdB inh
COCC#Cc1cnc2c(c1)C(=O)N([C@H](C)CO)C[C@H](C)[C@H](CN(C)C(=O)Cc1ccccc1)O2,0.1
CO[C@@H]1CN(C)C(=O)c2cc(NC(=O)c3cc(C)on3)ccc2OC[C@H](C)N(C(=O)C2CC2)C[C@@H]1C,0.1
Cc1cccc(-c2ccc([C@@H]3[C@H]4CN(S(=O)(=O)c5cn(C)cn5)CCCCN4[C@H]3CO)cc2)c1,0.7
Cc1ccccc1-c1ccc(C2[C@@H]3CN(S(=O)(=O)c4ccccc4)C[C@H]2N3)cc1 (some centres undefined),-0.9&-0.7
COc1ccc2c3c(n(C)c2c1)[C@H](CO)N(C(=O)C1CC1)CC31CN(C(=O)CN(C)C)C1,-0.8
C[C@@H]1CCCCO[C@@H](CN(C)C(=O)Nc2cccc3ccccc23)[C@@H](C)CN([C@H](C)CO)C(=O)c2cc(NC(=O)Nc3ccc4c(c3)OCO4)ccc2O1,0.3
CCC(=O)N1[C@H](CO)[C@H](c2ccccc2)[C@H]1CN(C(C)C)S(C)(=O)=O,-2.7
CNC(=O)C[C@H]1CC[C@@H]2[C@H](COc3ccc(NC(=O)NC4CCCC4)cc3C(=O)N2C)O1,6.0
COc1cccc(C(=O)Nc2ccc3c(c2)OC[C@H](C)N(CC2CC2)C[C@@H](C)[C@H](OC)CN(C)C3=O)c1,0.7
C[C@@H]1CN([C@H](C)CO)C(=O)c2cc(NC(=O)Cc3cn(C)c4ccccc34)ccc2O[C@H]1CN(C)Cc1ccc(-c2ccccc2)cc1,-0.1
COC(=O)C[C@H]1CC[C@@H]2[C@@H](COc3ccc(NC(=O)c4cscn4)cc3C(=O)N2C)O1,1.0
Cn1cnc(CCNC(=O)[C@@H]2[C@@H](CO)[C@@H]3Cn4c(cccc4=O)[C@H]2N3C(=O)Nc2ccccc2)c1,0.0
C[C@H](CO)N1C[C@H](C)[C@@H](CN(C)C(=O)C2CCCCC2)Oc2ncc(C#CC3CCCC3)cc2C1=O,1.8
Cc1ccccc1S(=O)(=O)N1CC[C@@H]2[C@H]1c1cc(-c3ccc(C#N)cc3)ccc1N[C@@H]2CO,0.2
COCC#Cc1cnc2c(c1)C(=O)N([C@H](C)CO)C[C@@H](C)[C@H](CN(C)Cc1ccc(F)cc1)O2,-0.8
CN(C)C(=O)[C@@H]1[C@@H](CO)[C@@H]2Cn3c(ccc(-c4ccc(F)cc4)c3=O)[C@H]1N2CCc1ccccc1,0.1
O=C(C[C@@H]1C[C@H]2c3cc(NC(=O)Nc4ccc(C(F)(F)F)cc4)ccc3O[C@H]2[C@@H](CO)O1)NCCc1ccccc1,0.0
C[C@@H]1CN([C@@H](C)CO)C(=O)Cc2cc(NC(=O)C3CCCCC3)ccc2O[C@H]1CN(C)Cc1ccc2c(c1)OCO2,1.5
C[C@H](CO)N1C[C@H](C)[C@@H](CN(C)C(=O)Nc2ccc(F)cc2)Oc2ccc(NC(=O)Nc3ccc(C(F)(F)F)cc3)cc2CC1=O,-0.2
C[C@H]1CN([C@@H](C)CO)C(=O)Cc2cc(NC(=O)Cc3cn(C)c4ccccc34)ccc2O[C@H]1CN(C)C(=O)Nc1cccc2ccccc12,0.4
C[C@@H]1CCCCO[C@@H](CN(C)Cc2ccc(C(F)(F)F)cc2)[C@@H](C)CN([C@H](C)CO)C(=O)c2cc(NC(=O)c3ccncc3)ccc2O1,-1.5
Cc1ccc(S(=O)(=O)Nc2ccc3c(c2)CC(=O)N([C@@H](C)CO)C[C@H](C)[C@H](CN(C)C(=O)Nc2ccc(F)cc2)O3)cc1,0.0
O=C(NCC[C@H]1CC[C@@H](NC(=O)C2CCC2)[C@@H](CO)O1)c1ccc(F)cc1,0.2
CC(C)(C)S(=O)N1Cc2cc(C(=O)NCc3ccc4c(c3)OCO4)nc(-c3cccc(-c4cccc(F)c4)c3)c2[C@H]1CCO (some centres undefined),-1.5
CNC[C@H]1OCCCC[C@H](C)Oc2ccc(NC(=O)Nc3ccccc3)cc2C(=O)N([C@H](C)CO)C[C@@H]1C,1.2
COc1ccccc1NC(=O)N(C)C[C@H]1OCc2ccccc2-c2ccccc2C(=O)N([C@@H](C)CO)C[C@H]1C,0.8
O=C(C[C@H]1CC[C@@H]2[C@H](COC[C@@H](O)CN2C(=O)Nc2ccccc2)O1)NCc1ccccc1F,1.1
CCCC#Cc1ccc2c(c1)O[C@@H](CN(C)C(=O)c1cccnc1)[C@H](C)CN([C@@H](C)CO)S2(=O)=O,0.4
C[C@H](O)C#Cc1cnc2c(c1)C(=O)N([C@@H](C)CO)C[C@H](C)[C@@H](CN(C)C(=O)Nc1ccc(C(F)(F)F)cc1)O2,1.7
CCCNC(=O)N1CC2(CN(S(=O)(=O)CC)C2)c2c([nH]c3cc(OC)ccc23)[C@@H]1CO,-0.2
C[C@H](CO)N1C[C@H](C)[C@H](CN(C)C(=O)CN(C)C)Oc2cc(-c3cncnc3)ccc2S1(=O)=O,-0.8
CCC(=O)N(C)C[C@H]1Oc2cc(C#Cc3ccccc3)ccc2S(=O)(=O)N([C@@H](C)CO)C[C@@H]1C,-4.1
CCCc1cn(CC[C@H]2CC[C@@H](NC(=O)C3CCOCC3)[C@H](CO)O2)nn1,1.9
O=S(=O)(c1cccs1)N1CCCCN2[C@H](CO)[C@H](c3ccc(C4=CCCCC4)cc3)[C@H]2C1,-0.4
COCC(=O)Nc1ccc2c(c1)C(=O)N(C)C[C@H](OC)[C@@H](C)CN(C(=O)COC)[C@@H](C)CO2,-1.4
CN(C)C(=O)[C@@H]1[C@@H](CO)[C@@H]2Cn3c(ccc(C4=CCCCC4)c3=O)[C@@H]2N1Cc1ccccn1,0.7
C[C@H](CO)N1C[C@H](C)[C@H](CN(C)C(=O)Cc2ccncc2)Oc2cc(C#CC3CCCCC3)ccc2S1(=O)=O,0.5
COc1ccc(-c2cnc3c(c2)C(=O)N([C@@H](C)CO)C[C@H](C)[C@@H](CN(C)C(=O)C2CCOCC2)O3)cc1,0.4
C[C@H]1CN([C@@H](C)CO)C(=O)Cc2cc(NS(=O)(=O)c3ccc(F)cc3)ccc2O[C@@H]1CN(C)Cc1ccc(Oc2ccccc2)cc1,-0.2
CO[C@@H]1CN(C)C(=O)c2ccc(NC(=O)C3CCCCC3)cc2OC[C@@H](C)N(C(=O)Nc2ccc(C(F)(F)F)cc2)C[C@H]1C,-0.6
COc1ccc2c3c([nH]c2c1)[C@@H](CO)N(C(=O)c1cccnc1)CC31CN(C(=O)c2cccnc2)C1,0.8
C[C@H]1CN([C@@H](C)CO)S(=O)(=O)c2ccc(-c3ccc(F)cc3)cc2O[C@H]1CN(C)C(=O)C1CCCCC1,0.3
C[C@H](CO)N1C[C@H](C)[C@H](CN(C)C(=O)Nc2ccc(C(F)(F)F)cc2)Oc2ccc(NC(=O)c3ccncc3)cc2C1=O,-3.7
C[C@@H]1CN([C@@H](C)CO)C(=O)c2cc(NS(=O)(=O)c3ccc(Cl)cc3)ccc2O[C@@H](C)CCCCO[C@@H]1CN(C)Cc1ccc(C(=O)O)cc1,0.4
CO[C@H](CN(C)CC1CCOCC1)[C@H](C)CN(C(=O)Nc1ccc(F)cc1)[C@@H](C)CO,-0.4
CS(=O)(=O)Nc1ccc2c(c1)[C@@H]1C[C@@H](CC(=O)NCc3ccccn3)O[C@@H](CO)[C@@H]1O2,-0.4
C[C@@H]1CN([C@H](C)CO)S(=O)(=O)c2ccc(C#Cc3ccncc3)cc2O[C@@H]1CN(C)S(=O)(=O)c1ccc(F)cc1,-0.2
CO[C@H]1CN(C)C(=O)c2ccc(NC(=O)Nc3ccccc3)cc2OC[C@H](C)N(C(=O)CC2CC2)C[C@H]1C,0.8
CN1c2ccc(-c3ccc(C#N)cc3)cc2[C@H]2[C@H](CCN2S(=O)(=O)c2ccc(F)cc2)[C@H]1CO,-0.5
O=C(C[C@@H]1CC[C@H]2[C@@H](COC[C@H](O)CN2CCc2ccccc2)O1)NCCCN1CCOCC1,0.6
# The list goes on.
SMILES,TcdB inh
CC=Cc1ccc2n(c1=O)C[C@@H]1[C@@H](CO)[C@H](C(=O)N(C)C)N(C(=O)CC)[C@H]21 (mixture of isomers),0.4
Cc1noc(C)c1NC(=O)N(C)C[C@H]1OCCCC[C@H](C)Oc2ccc(NS(=O)(=O)c3c(C)noc3C)cc2C(=O)N([C@H](C)CO)C[C@@H]1C,-0.7
C[C@@H]1CN([C@H](C)CO)C(=O)c2cccc(NC(=O)c3ccncc3)c2O[C@H]1CN(C)S(=O)(=O)c1ccc(Cl)cc1,0.1
Cc1ccc(-c2ccc3c(c2)O[C@@H](CN(C)C)[C@@H](C)CN([C@@H](C)CO)S3(=O)=O)cc1,-2.0
CC(C)N(C[C@@H]1[C@H](c2ccccc2)[C@@H](CO)N1S(C)(=O)=O)C(=O)CN(C)C,1.5
COc1ccc(S(=O)(=O)Nc2ccc3c(c2)CC(=O)N([C@H](C)CO)C[C@H](C)[C@@H](CN(C)Cc2ccc(-c4ccccc4)cc2)O3)cc1,-0.6
CC(C)NC(=O)N(C)C[C@H]1OCCCC[C@@H](C)Oc2ccc(NC(=O)CCCN(C)C)cc2C(=O)N([C@@H](C)CO)C[C@H]1C,-0.1
C[C@H]1CCCCO[C@H](CN(C)C(=O)Cc2ccccc2)[C@@H](C)CN([C@@H](C)CO)C(=O)c2cc(NC(=O)Nc3ccc4c(c3)OCO4)ccc2O1,0.5

# A section from further up, as a working copy:
SMILES,TcdB inh
CC(C)NC(=O)N(C)C[C@H]1OCCCC[C@@H](C)Oc2ccc(NC(=O)CCCN(C)C)cc2C(=O)N([C@@H](C)CO)C[C@H]1C,-0.1
C[C@H]1CCCCO[C@H](CN(C)C(=O)Cc2ccccc2)[C@@H](C)CN([C@@H](C)CO)C(=O)c2cc(NC(=O)Nc3ccc4c(c3)OCO4)ccc2O1,0.5

# Screening data as filed in PubChem BioAssay.

# A portion of the library, so the mix of outcomes need not match the whole.
